Assay outcomes: PubChem BioAssay, several laboratories
MEKK2 WT-MEK5 – raises or lowers MEK5 binding to wildtype human MEKK2 PB1 domain; AID 1531; Q9Y2U5; bead flow cytometry, Alexa488-MEK5 binding to MEKK2 WT; actives lie on both sides; binding response (% of control), % at 10 µM; 290,000 tested, 1.1% active; in the data active means binding response below about 67% or above about 130%
PHOSPHO1 block – blocks human PHOSPHO1 phosphatase activity; Q8TCT1; recombinant PHOSPHO1, absorbance phosphatase assay; inhibition, % at 13.3 µM; 290,000 tested, 1.1% active; AID 1565; in the data active means inhibition above about 60%
Target sequence (Q8TCT1 whole entry, looked up): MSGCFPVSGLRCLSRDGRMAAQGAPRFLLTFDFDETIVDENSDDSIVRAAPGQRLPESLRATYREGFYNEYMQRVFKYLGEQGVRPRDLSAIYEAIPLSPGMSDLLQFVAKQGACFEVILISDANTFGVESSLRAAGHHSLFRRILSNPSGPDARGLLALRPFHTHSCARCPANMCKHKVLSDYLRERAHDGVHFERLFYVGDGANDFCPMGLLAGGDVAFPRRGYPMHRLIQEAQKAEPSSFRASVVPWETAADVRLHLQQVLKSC
MEKK2 mut-MEK5 – signal of MEK5 binding to mutant human MEKK2 PB1 domain | percent response, % at 10 µM | 290,000 tested, 0.35% active | bead flow cytometry, Alexa488-MEK5 binding to MEKK2 mutant; in the data active means percent response above about 24%, passing the limit was not always enough; further: inactives centre near 1; some results filed as inactive read as strong as hits; reference of the scale not given here
PfM18AAP inh – blocks P. falciparum M18 aspartyl aminopeptidase; recombinant PfM18AAP, H-Glu-NHMec fluorogenic cleavage; inhibition, % at 7.35 µM; 290,000 tested, 1.2% active;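 active means inhibition above the campaign mean inhibition over all tested compounds plus 3 SD, cut at about 28% in these data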;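 further: 0% = plate median of test compound wells and 100% = 2 mM ZnCl2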
OXTR ag – human OXTR agonism; P30559; CHO-OTR cells, Fluo-8 calcium fluorescence; normalized: DMSO 0%, oxytocin 100%; activation, % at 3 µM; 320,000 tested, 0.32% active;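 active means activation above the mean of all tested compounds plus 3 SD, cutoff set per screening run, cut at about 20% in these data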;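 further: peak over basal fluorescence ratio from a 100 s FLIPR kinetic read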
NALP1 yeast inh – NALP1 inhibition; S. cerevisiae NALP1/ASC/caspase-1 growth, X-gal OD620, 72 h; inhibition, % at 10 µM; 280,000 tested, 0.61% active; AID 2071; in the data active means inhibition mostly above about 24%, no sharp cut-off; inactive means mostly below about 32%; further: some compounds called inactive have numbers as strong as hits
MEKK3 PB1 HTS – raises or lowers MEK5 binding to the human MEKK3 PB1 domain; binding response (% of control), % at 10 µM; 290,000 tested, 1.4% active; Q99759; bead-based flow cytometry, Alexa488-MEK5 binding to MEKK3; actives lie on both sides; 0 = blocked by unlabeled MEK5, 100 = vehicle;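 active means binding response more than 3 SD above or below the average of its plate-row segment, actives on both sides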;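 further: Alexa488 bead fluorescence after subtracting the streptavidin-only scavenger bead signal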
Target sequence (Q99759 whole entry, looked up, the tested form may be a part): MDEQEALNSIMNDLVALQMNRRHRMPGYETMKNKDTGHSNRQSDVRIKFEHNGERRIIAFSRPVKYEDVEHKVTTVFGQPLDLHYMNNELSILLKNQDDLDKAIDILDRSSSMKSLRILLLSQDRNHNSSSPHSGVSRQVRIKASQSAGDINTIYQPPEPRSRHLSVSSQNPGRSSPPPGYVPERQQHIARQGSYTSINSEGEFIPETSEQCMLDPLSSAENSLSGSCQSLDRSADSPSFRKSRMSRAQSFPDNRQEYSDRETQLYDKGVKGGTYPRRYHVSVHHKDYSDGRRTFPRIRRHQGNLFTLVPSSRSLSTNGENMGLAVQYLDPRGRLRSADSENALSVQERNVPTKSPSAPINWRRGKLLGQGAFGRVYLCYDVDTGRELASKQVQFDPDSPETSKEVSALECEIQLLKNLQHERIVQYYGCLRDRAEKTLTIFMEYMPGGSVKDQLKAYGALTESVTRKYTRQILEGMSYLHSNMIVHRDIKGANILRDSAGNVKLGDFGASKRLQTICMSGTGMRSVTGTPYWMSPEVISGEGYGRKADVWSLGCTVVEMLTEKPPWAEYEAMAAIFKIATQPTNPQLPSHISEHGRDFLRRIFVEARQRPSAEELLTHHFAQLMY
GPR7 antag – antagonists of human GPR7 (neuropeptides B/W receptor 1) | 290,000 tested, 1.1% active | P48145 | inhibition, % at 4.4 µM | GPR7-expressing cells, fluorescence antagonist assay; in the data active means inhibition above about 16%, passing the limit was not always enough;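 further: cells stimulated with the agonist NPW; 0% = agonist with vehicle and 100% = vehicle without agonist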
FID counter – fluorescent intercalator displacement, NS3 helicase counter-screen. DNA fluorescent intercalator displacement, fluorescence. inhibition, % at 7.9 µM. 290,000 tested, 0.17% active. AID 1845; in the data active means inhibition above about 37%;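 further: 0% = vehicle and 100% = reference compound; higher means more ethidium bromide displaced from hairpin DNA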
* = called active by the depositor; / = not tested or not shown.

canonical_smiles | MEKK2 WT-MEK5 | MEKK2 mut-MEK5 | MEKK3 PB1 HTS | PfM18AAP inh | PHOSPHO1 block | FID counter | OXTR ag | NALP1 yeast inh | GPR7 antag
NC(=O)c1ccccc1NS(=O)(=O)Cc1ccc(Cl)cc1 | 103 | 5 | 104 | -7 | -5 | -4 | -0.5 | 10 | -10
CC(C)CCSc1nc2[nH]ncc2c(=O)[nH]1 | 103 | -2 | 112 | -3 | 16 | -2 | -0.7 | 0 | -2
C=C(C)COc1ccc2c(C)c(CC(=O)N3C[C@H]4C[C@@H](C3)c3cccc(=O)n3C4)c(=O)oc2c1 | 101 | -1 | 98 | -4 | 18 | -39 | 1.3 | 1 | -9
C/C(=N\NC(=O)c1cccc([N+](=O)[O-])c1)c1cccs1 | 99 | -4 | 101 | 10 | 43 | -1 | -0.3 | / | 1
CCOC(=O)N1CCc2c(sc(NC(=O)CCS(=O)(=O)c3ccccc3)c2C(N)=O)C1 | 104 | 3 | 100 | 8 | 27 | -12 | 0.7 | 1 | -7
CS(=O)(=O)N(CC(=O)Nc1ccc(F)cc1)C1CCCCC1 | 98 | -3 | 100 | 1 | 45 | -2 | 0.2 | 4 | 7
COc1cc(OC)cc(C(=O)N[C@H](C(=O)NCCc2ccc(S(N)(=O)=O)cc2)C(C)C)c1 | 103 | 2 | 101 | -1 | 11 | -39 | -0.6 | 22 | 9
NS(=O)(=O)c1ccc(CCNC(=O)Cc2ccccc2[N+](=O)[O-])cc1 | 99 | 0 | 97 | 6 | 21 | -5 | / | 1 | -10
Nc1nc(-c2ccc(Cl)cc2)c(S(=O)(=O)c2ccccc2)s1 | 87 | -7 | 98 | 0 | 15 | -3 | -0.9 | -18 | -12
Cc1ccccc1C(=O)Nc1ccnn1C1CCN(Cc2ccc(CO)o2)CC1 | 101 | 2 | 100 | -3 | 4 | 3 | 0.0 | 20 | -21
COc1ccc(/C=C/c2c([N+](=O)[O-])c(=O)n(C)c(=O)n2C)cc1OC | 98 | -3 | 99 | 3 | 9 | 2 | -0.5 | -18 | -3
CC(C)(C)c1ccc(C2C(C#N)=C(N)Oc3n[nH]c(-c4cccnc4)c32)cc1 (stereo unspecified) | 83 | -19 | 87 | 8 | 40 | -25 | 0.0 | / | 1
CC(=O)NC1=NN(C(C)=O)C(C)(CC(=O)OC(C)(C)C)S1 (stereo unspecified) | 97 | 2 | 109 | -10 | -17 | 0 | 0.0 | -9 | -9
CC(C)COc1ccc(C(=O)Nc2ccccc2[N+](=O)[O-])cc1 | 104 | 1 | 115 | -4 | 12 | 3 | -1.6 | 18 | -7
COc1ccc(CNCc2cccc(OC)c2OC)cc1Br | 106 | 3 | 108 | 0 | 25 | 22 | 4.2 | 28 | -6
CC1=C(C(=O)OCC(C)C)C(c2ccsc2)NC(=O)N1 (stereo unspecified) | 102 | 0 | 100 | -6 | 15 | -10 | -1.8 | 14 | -6
O=C(/C=C/c1ccccc1)N/C(=C/c1ccccc1)C(=O)Nc1ccccc1O | 97 | -1 | 104 | -4 | 15 | -2 | -0.3 | 13 | -4
CC(=O)C1=C(O)C(=O)N(Cc2ccco2)C1c1ccccc1F (stereo unspecified) | 93 | -10 | 102 | -10 | 4 | -1 | 0.9 | -3 | -3
COC(=O)c1ccccc1NC(=O)c1cc(-c2ccc(C)cc2)on1 | 100 | 2 | 100 | -4 | 17 | 0 | 1.1 | 4 | 7
COc1ccc(S(=O)(=O)N2CCN(C(=O)NC3CCCCC3)CC2)cc1OC | 104 | 4 | 102 | -5 | -34 | -15 | -1.3 | 6 | -2

An excerpt from above in order of length of the SMILES, rising.
canonical_smiles | MEKK2 WT-MEK5 | MEKK2 mut-MEK5 | MEKK3 PB1 HTS | PfM18AAP inh | PHOSPHO1 block | FID counter | OXTR ag | NALP1 yeast inh | GPR7 antag
CC(=O)C1=C(O)C(=O)N(Cc2ccco2)C1c1ccccc1F (stereo unspecified) | 93 | -10 | 102 | -10 | 4 | -1 | 0.9 | -3 | -3
COC(=O)c1ccccc1NC(=O)c1cc(-c2ccc(C)cc2)on1 | 100 | 2 | 100 | -4 | 17 | 0 | 1.1 | 4 | 7
CC(=O)NC1=NN(C(C)=O)C(C)(CC(=O)OC(C)(C)C)S1 (stereo unspecified) | 97 | 2 | 109 | -10 | -17 | 0 | 0.0 | -9 | -9

(more compounds)
canonical_smiles | MEKK2 WT-MEK5 | MEKK2 mut-MEK5 | MEKK3 PB1 HTS | PfM18AAP inh | PHOSPHO1 block | FID counter | OXTR ag | NALP1 yeast inh | GPR7 antag
CC(=O)Nc1ccc(/C=N/NC(=O)CNS(=O)(=O)c2ccccc2)cc1 | 93 | -3 | 94 | 8 | 33 | 3 | 0.7 | 12 | -15
COc1ccccc1/C=C(/C(=O)OCC(=O)Nc1ccccc1C(C)C)c1ccccc1 | 98 | -3 | 98 | -1 | -19 | -28 | -1.1 | 13 | 3
COC(=O)C1CCN(C(=O)/C=C/c2ccc(OC)cc2)CC1 | 109 | 7 | 105 | -3 | -12 | -9 | 0.0 | 32 | -4
Cc1ccc(S(=O)(=O)N2CCN(C(=O)c3ccccn3)CC2)cc1 | 97 | -6 | 104 | 3 | 16 | -11 | -0.1 | -7 | 0
Cc1ccccc1C(=O)Nc1ccnn1C1CCN(Cc2ccccn2)CC1 | 110 | 4 | 100 | 4 | 41 | -2 | 1.4 | 6 | -11
Cc1cccc(NC(=O)CSc2nnnn2C)n1 | / | / | / | 2 | 58 | 1 | 0.8 | 3 | 10
Cc1ccc(C)c(OC(=O)c2cccnc2Cl)c1C | 97 | 0 | 97 | 0 | 43 | -23 | -1.4 | 6 | -4
COc1ccc(/C=C/C(=O)NC(=S)N2CCN(c3ccccc3OC)CC2)cc1 | 96 | -23 | 93 | -1 | -35 | -6 | -2.1 | / | -11
CC1CCN(C(=O)CSc2nnc(-c3ccncc3)n2C)CC1 | 101 | 0 | 100 | -8 | 1 | -4 | 0.7 | -2 | 11
COc1ccccc1NC(=O)CSc1nnc(CSc2nc(C)cc(C)n2)o1 | 97 | -2 | 102 | -1 | 4 | -5 | 0.9 | -2 | -5
C=C(C)Cn1c(-c2ccccc2)nc2ccccc21 | 100 | 4 | 101 | -7 | 21 | -23 | -2.0 | 10 | -23
O=C(CN1CCN(c2ccc(F)cc2)CC1)NC(=O)NCc1ccco1 | 92 | -11 | 99 | 1 | 20 | -16 | -1.2 | 12 | -10
COCCN(C(=O)c1csnn1)C(C(=O)NC1CCCC1)c1ccccc1 (stereo unspecified) | 98 | -6 | 95 | 9 | 51 | -11 | 0.3 | 3 | 44*
CCc1ccc(C2C(C#N)=C(N)SC(N)=C2C#N)cc1 | 97 | 1 | 104 | 5 | 56 | 1 | 13 | 1 | -7
Cn1c(N)c(C#N)c2c(c1=S)COC(C)(C)C2 | / | / | / | -5 | 64* | 0 | -0.8 | 1 | -4
O=c1c(Cl)c(Cl)cnn1Cc1nnc(-c2ccccc2Br)o1 | 99 | 7 | 104 | 1 | -18 | -13 | / | -6 | 88*
O=C(Cc1cccs1)N1CCCC(c2nc(-c3ccc(S(=O)(=O)N4CCCC4)cc3)no2)C1 (stereo unspecified) | 104 | 2 | 102 | -11 | -19 | -48 | 2.1 | 0 | -2
COc1cccc(C(=O)N2c3ccccc3Sc3ccccc32)c1 | 102 | 0 | 106 | -4 | -1 | -9 | -2.4 | 24 | -11
COC(=O)c1ccccc1NC(=O)C1CCN(C(=O)c2cc(OC)c(OC)c(OC)c2)CC1 | 98 | -3 | 95 | -11 | -3 | -34 | -1.4 | 4 | 7
COc1ccc(/C=C/C(=O)N2c3ccccc3Sc3ccc(C(F)(F)F)cc32)cc1 | 112 | 16 | 103 | -2 | -10 | -4 | -0.8 | 13 | 4
COCCn1c(SCC(N)=O)nnc1-c1c[nH]c2ccccc12 | 100 | -1 | 98 | -4 | 27 | 1 | 0.5 | -6 | -14
COc1ccc([N+](=O)[O-])cc1N(CC(=O)N1CCOCC1)S(C)(=O)=O | 103 | 4 | 104 | 4 | 26 | 0 | 1.0 | 42* | -15
O=C(CN(C1CCCCC1)S(=O)(=O)c1ccccc1)NCC1CCCO1 (stereo unspecified) | 103 | 1 | 99 | 2 | 27 | -17 | / | 8 | -8
O=C(Cn1c2[n+](c3ccc(C(F)(F)F)cc31)CCCCC2)Nc1ccc(Br)cc1 | 120 | 2 | 113 | 2 | -102 | 25 | -1.5 | 6 | -5
CCC(C)c1ccccc1OCCOCCN1CCCC1 (stereo unspecified) | 105 | -1 | 102 | 7 | -9 | 13 | 4.2 | -7 | -6
O=S(=O)(Nc1ccc2cn[nH]c2c1)c1ccc(Cl)s1 | 96 | -1 | 104 | 6 | 6 | -4 | 0.9 | 13 | -13
CCCCN(CC)c1nc(-c2ccncc2)nc2ccccc12 | 101 | 0 | 98 | 0 | 7 | -15 | -1.9 | 20 | -23
COc1ccc(N2CN=C3SCC(=O)N3C2)cc1 | 100 | 6 | 109 | 2 | 0 | 2 | 0.2 | 8 | -9
Cc1ccsc1/C=N/NC(=O)CNC(=O)c1ccccc1 | 98 | 0 | 98 | -2 | 12 | -9 | -0.3 | 7 | 6
COc1ccc(-c2cc3c(=O)n(CC(=O)NCCCN4CCC(N5CCCCC5)CC4)nc(C)n3n2)cc1 | 141 | 11 | 105 | -8 | 15 | 42* | 0.4 | 13 | -17
Cc1ccc(-c2csc(NC(=O)c3ccc(Br)cc3)c2C(=O)O)cc1 | 99 | 1 | 102 | 1 | 6 | -8 | 2.2 | 61* | 40*
COc1ccc(NC(=O)c2nnn(CC(=O)Nc3ccc4c(c3)OCO4)c2N)cc1OC | 100 | 0 | 100 | -1 | 27 | -13 | -0.6 | 4 | -2
COc1cc(CN(C(=O)c2ccco2)C2CCS(=O)(=O)C2)cc(OC)c1OC (stereo unspecified) | 99 | 2 | 101 | -3 | 26 | -9 | 0.2 | 8 | -4
Cc1ccc(-n2nnnc2SC(C)C(=O)Nc2ccccc2-c2ccccc2)cc1 (stereo unspecified) | 107 | 0 | 118 | -10 | -1 | -17 | 0.1 | 32 | -5
Cc1cc(NC(=O)Cc2ccccc2)ccc1NC(=O)c1cccs1 | 96 | -6 | 102 | -6 | 44 | -6 | 1.1 | 9 | -8
O=C(N/N=C/c1sc(N2CCOCC2)nc1-c1ccccc1)c1cccc(S(=O)(=O)N2CCOCC2)c1 | 80 | -18 | 83 | -10 | 20 | -40 | -0.2 | 8 | 2
O=C(CC1C(=O)NCCN1C(=O)Nc1ccccc1)Nc1ccc2c(c1)OCCO2 (stereo unspecified) | 103 | -2 | 102 | -7 | 1 | 4 | -0.4 | 0 | -13
Cc1ccc(N(C(=O)CCl)C(C(=O)NC2CCCCC2)c2cccnc2)cc1C (stereo unspecified) | 104 | 0 | 102 | -8 | -21 | -3 | -0.2 | 12 | 1
Cc1c(C(=O)NCCC2=CCCCC2)sc2ncnc(N3CCCCC3C)c12 (stereo unspecified) | 94 | -4 | 95 | 0 | 32 | -49 | -2.4 | -2 | 7
COc1cc2c(cc1OC)C(C)N(C(=O)Nc1ccc(F)cc1)CC2 (stereo unspecified) | 100 | 0 | 98 | -15 | 16 | -14 | 0.9 | -1 | 6
CC(=O)NCCc1ccc(S(=O)(=O)NCc2ccc3c(c2)OCO3)cc1 | 105 | 6 | 107 | 3 | -16 | -3 | 2.3 | 13 | -4
N#Cc1cccc2cnccc12 | / | / | / | -9 | 32 | 3 | -0.7 | 14 | 19*
Cc1ccc(CN2C(=O)C3CCCN3c3ccc(C#N)cc32)cc1 (stereo unspecified) | 92 | 0 | 99 | 7 | 21 | -2 | 1.1 | 2 | -15
CCN(CC)S(=O)(=O)c1ccc(N2CCCC2)c(NC(=O)c2ccccc2OC)c1 | 72 | -31 | 78 | 2 | -1 | -29 | -0.1 | / | -7
O=C(CSc1nnc(NC(=O)c2ccccc2F)s1)NC1CCCC1 | 103 | 1 | 104 | -4 | 0 | -13 | 1.0 | 5 | -13
